Screening data as filed in PubChem.
DDE Tn7 FP inh – DD(E)-Tn7 binding inhibition, primary FP screen; inhibition, % at 8.3 µM; P02675; FP displacement of FITC-Tn7 peptide from fibrin DD(E); 0% = median of compound wells per plate; 370,000 tested, 0.13% active;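 active = inhibition above the mean of compounds falling within the control limits plus 3 SD of them, cut at about 14% in these data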;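 note: 0% = plate median of compound wells and 100% = 10 µM Aha-Tn7 peptide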
Target sequence (P02675 whole entry, looked up): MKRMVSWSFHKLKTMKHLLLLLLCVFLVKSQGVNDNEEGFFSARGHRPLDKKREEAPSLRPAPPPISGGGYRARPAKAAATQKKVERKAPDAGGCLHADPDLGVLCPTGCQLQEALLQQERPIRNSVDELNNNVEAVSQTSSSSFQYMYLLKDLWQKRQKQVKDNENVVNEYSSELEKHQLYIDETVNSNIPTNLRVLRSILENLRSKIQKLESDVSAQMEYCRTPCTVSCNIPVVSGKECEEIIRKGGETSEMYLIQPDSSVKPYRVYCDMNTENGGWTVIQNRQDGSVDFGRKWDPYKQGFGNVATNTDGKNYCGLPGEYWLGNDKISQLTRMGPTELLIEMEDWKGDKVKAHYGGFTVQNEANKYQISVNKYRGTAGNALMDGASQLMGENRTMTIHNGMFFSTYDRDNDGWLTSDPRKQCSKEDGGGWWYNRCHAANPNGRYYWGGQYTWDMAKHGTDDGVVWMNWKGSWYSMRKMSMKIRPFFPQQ
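Assay system: Human clot-derived fibrin DD(E) complex | Buffer or medium: Tris/NaCl/CaCl2 buffer, pH 7.8 | Repeats: One replicate per compound | Benchmarks: Aha-Tn7 high control | Measure: % inhibition scaled between sample-field median and high-control FP | Schedule: 10 min plus 3 h, room temperature | Signal: Fluorescence polarization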
PLC-gamma1 inh – inhibitors of human phospholipase C gamma1; purified PLC-gamma1, fluorogenic substrate, fluorescence; inhibition, % at 12.2 µM; 370,000 tested, 0.84% active; in the data active = inhibition above about 9.5%
LEDGF integ inh – blocks HIV-1 LEDGF/p75-dependent DNA integration. TR-FRET IN-LEDGF/p75 DNA integration, Eu/Cy5. inhibition, % at 3.7 µM. 370,000 tested, 0.64% active. AID 743269;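 active = inhibition above the screen-wide mean plus 3 SD, cut at about 13% in these data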;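 note: signal is the Cy5 over europium emission ratio at 671 and 618 nm; 0% = plate median of compound wells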
DDE Tn6 FP inh – inhibitors of Tn6 peptide binding to human fibrin DD(E) | P02675 | AID 720509 | Fibrin DD(E) TRITC-Tn6 fluorescence polarization displacement | 370,000 tested, 0.21% active | inhibition, % at 8.3 µM;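 active = inhibition above a per-campaign cutoff: mean of compounds within control limits plus 3 SD, cut at about 15% in these data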;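 note: 0% = median of all compound wells on the plate and 100% = blocking peptide control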
ADAM10 inh – inhibitors of human ADAM10; O14672; recombinant ADAM10, EDANS/DABCYL FRET peptide cleavage, 3 h; inhibition, % at 7 µM; 370,000 tested, 0.62% active; AID 720582;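 active = inhibition above a per-campaign cutoff equal to the mean of compounds falling between control-based bounds plus 3 SD, cut at about 20% in these data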;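 note: 0% = DMSO wells while the 100% control is not disclosed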
proKLK7 act – activators of human kallikrein-7 zymogen; 370,000 tested, 0.9% active; purified proKLK7, EDANS-DABCYL substrate fluorescence; 100% is mature enzyme control, 0% vehicle; activation, % at 7 µM;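 active = activation above the mean of all tested compounds plus 3 SD, computed per campaign excluding outliers beyond control limits, cut at about 13% in these data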
Target sequence (P49862 whole entry, looked up): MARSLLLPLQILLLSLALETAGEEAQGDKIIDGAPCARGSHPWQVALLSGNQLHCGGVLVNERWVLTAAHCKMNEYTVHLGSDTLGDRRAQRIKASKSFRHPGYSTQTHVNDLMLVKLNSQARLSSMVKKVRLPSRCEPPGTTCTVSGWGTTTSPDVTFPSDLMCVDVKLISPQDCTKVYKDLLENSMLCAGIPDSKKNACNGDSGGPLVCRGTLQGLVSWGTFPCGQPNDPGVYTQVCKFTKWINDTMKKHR
TDP2 inh – blocks human TDP2 phosphodiesterase activity; O95551; recombinant TDP2, T5PNP hydrolysis, p-nitrophenol absorbance 415 nm; inhibition, % at 12.8 µM; 370,000 tested, 0.34% active;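 active = inhibition above the mean of all tested compounds plus 3 SD, set per campaign, cut at about 25% in these data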;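 note: 0% = DMSO with enzyme and 100% = buffer with substrate but no TDP2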
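Evaluation: % inhibition relative to enzyme-containing and enzyme-free wells. Material: recombinant human TDP2. Benchmarks: enzyme-free and DMSO wells. Timing: enzyme reaction with compound for 2 h at 37 °C. Compound dosing: 12.8 µM only. Measured by: p-Nitrophenol epi absorbance. Reagent: T5PNP substrate at 5 mM, a TopII-DNA adduct mimic. Replication: single well per compound.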
ARFGAP1 inh – rat ARFGAP1 inhibition. Arfgap1-stimulated ARF1 GTP hydrolysis, GDP FP detection. Q62848. inhibition, % at 16.5 µM. 360,000 tested, 0.26% active;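 active = inhibition above a per-plate limit, mean inhibition of low control wells plus 3 SD, cut at about 25% in these data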;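 note: 0% = DMSO wells with enzyme and 100% = wells lacking Arfgap1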
Target sequence (Q62848 1-136 limits assumed): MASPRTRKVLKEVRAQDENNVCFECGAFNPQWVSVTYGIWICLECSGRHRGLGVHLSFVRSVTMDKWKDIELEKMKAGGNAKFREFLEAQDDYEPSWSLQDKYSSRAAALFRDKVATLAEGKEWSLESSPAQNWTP
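System: truncated rat Arfgap1 GAP domain / Medium: HEPES-based buffer, pH 7.5 / Also added: N-terminally truncated human ARF1-GTP substrate / Incubation: enzyme reaction 120 min at 25 °C after 20 min preincubation / Measured by: FP of antibody-bound GDP Alexa 633 tracer, ex 620/em 688 nm / Replicates: singlicate, each compound tested once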
ASAP1 GAP inh – ASAP1 ArfGAP inhibition. Q9ULH1. ASAP1-stimulated ARF1 GTP hydrolysis, GDP FP detection. inhibition, % at 16.5 µM. 360,000 tested, 0.19% active. AID 624377; in the data active = inhibition above about 25%;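 note: 0% = vehicle with enzyme and substrate and 100% = no enzyme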
ADAM17 inh – ADAM17 inhibition, QFRET primary screen. recombinant ADAM17, EDANS/DABCYL FRET peptide cleavage. P78536. AID 720648. 370,000 tested, 0.83% active. inhibition, % at 6.95 µM;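 active = inhibition above the mean of compounds lying between control limits plus 3 SD, set per campaign, cut at about 8.5% in these data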;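 note: 0% = DMSO-only wells as the low control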
* hit, by the source's call; . = no result given.

entry	DDE Tn7 FP inh	PLC-gamma1 inh	LEDGF integ inh	DDE Tn6 FP inh	ADAM10 inh	proKLK7 act	TDP2 inh	ARFGAP1 inh	ASAP1 GAP inh	ADAM17 inh	Molecule
1	-5	-1	-1	8	-6	0.0	1	-13	-5	-2	CCCS(=O)(=O)NC(=O)C1(C)CCN(C(=O)c2snnc2C)C1 (stereo not drawn)
2	2	-9	2	8	-70	0.0	1	2	-8	-23	Cc1cc(=O)oc2cc(OCC(=O)NCc3ccccn3)ccc12
3	1	2	-2	4	-2	0.0	7	-2	0	-3	Cc1nn(C(C)(C)C)c(NC(=O)c2ccc(Cl)cc2)c1Br
4	1	-1	-2	-3	-9	0.6	1	-6	-2	-4	O=C(O)COc1ccc(NC(=O)c2cccs2)cc1
5	-6	0	4	0	0	0.1	-3	-3	8	-2	O=C(Cn1cnc2c(nnn2-c2ccccc2)c1=O)N1CCOCC1
6	4	-1	-2	3	-7	0.5	3	-1	2	-1	Cc1nnc(SCC(=O)c2c(N)n(C3CC3)c(=O)[nH]c2=O)n1C
7	2	1	-5	7	-17	-1.0	-4	-8	8	-2	COc1ccccc1CNC(=O)c1cc2ccccc2oc1=O
8	0	2	-2	1	-2	-1.1	6	1	12	-6	CCc1c(C)[nH]c2ccc(C)cc2c1=O
9	-5	5	4	-6	-7	0.6	1	-3	-4	1	O=C(NC1CCCCC1)C(c1ccc(F)cc1)N(C(=O)c1cccs1)c1ccc2c(c1)OCO2 (stereo not drawn)
10	8	3	3	0	7	0.3	6	12	-3	-2	COc1ccccc1S(=O)(=O)CC(O)COc1ccc(F)cc1Cl (stereo not drawn)
11	-1	-166	64*	-11	-180	-3.8	3	8	4	-78	NNC(=O)c1oc2nc(-c3ccco3)cc(-c3ccco3)c2c1N
12	6	-3	-3	1	-2	0.1	6	3	-4	-1	COc1ccc(N(CC(=O)Nc2cccnc2)S(=O)(=O)c2ccccc2)cc1OC
13	-1	1	-3	0	-12	0.6	-6	7	-15	-3	CCOC(=O)c1c(NC(=O)CN(CC)CC)sc2c1CCN(C(=O)OCC)C2
14	0	-18	5	7	-60	-6.3	-7	2	12	-20	COc1ccc(-c2c3c(nc4sc5c(=O)[nH]c(C)nc5c24)CCC3)cc1
15	0	-4	0	4	-3	-0.5	11	-4	-6	-5	COc1ccc(CNC(=O)COC(=O)CCC(=O)c2cccs2)cc1
16	-5	-2	2	-7	-6	-0.3	7	-8	7	-2	COc1ccc(NC(=O)C2Cc3c(-c4cccc(C(C)=O)c4)ccnc3O2)cn1 (stereo not drawn)
17	-1	-1	8	5	-4	-0.2	-6	11	2	0	COc1ccc(NC(=O)C2CCC2)cc1S(=O)(=O)N1CCOCC1
18	-3	3	0	-2	-11	0.3	5	5	-5	1	CC(=O)c1c(C)oc2c1C(=O)c1ccccc1C2=O
19	-3	-1	-7	-2	-3	-0.7	-3	9	3	-4	COC(=O)CCSc1nc(N2CCOCC2)c2c(c1C#N)CC(C)(C)OC2
20	-2	-7	0	1	-1	0.4	10	-2	3	0	O=C(CN1C(=O)/C(=C\c2ccccc2F)SC1=S)Nc1nc2ccccc2s1
21	-4	-1	6	1	-1	0.3	-4	-3	4	-2	CSc1nc2ccc(S(=O)(=O)NC3CCCCC3)cc2s1
22	4	-2	-4	2	-2	0.6	0	0	0	-6	C/C(=N\Nc1ncc(Cl)cc1Cl)c1ccc(N2CCOCC2)cc1
23	5	9	0	-3	7	0.1	-27	-1	2	9.3*	Cn1nc(-c2ccccc2)c(CSc2ccccc2)c1Cl
24	0	-1	-2	1	-13	0.1	3	-8	-3	1	CC(C)c1ccc(CC(=O)N2CCC2(C)C(=O)NS(=O)(=O)c2cccc(C#N)c2)cc1 (stereo not drawn)
25	-2	2	2	0	-4	-0.1	2	-12	-15	-3	CC(C)N(CCNC(=O)C1CCCN(c2ncnc3c2nc2n3CCCCC2)C1)Cc1ccccc1 (stereo not drawn)
26	-7	5	4	9	6	0.8	-8	4	-3	7	C[C@H](CO)N1C[C@H](C)[C@@H](CN(C)Cc2ccccc2)OCc2cnnn2CCCC1=O
27	5	0	-4	2	1	0.0	-7	-4	6	-2	CC(=O)Nc1ccc(OCC(O)Cn2ccnc2C)cc1 (stereo not drawn)
28	2	-3	1	-4	-1	0.0	7	-1	4	-1	O=C(NCc1ccco1)C1CC(=O)N(c2cccc(Cl)c2)C1 (stereo not drawn)
29	-2	1	2	4	3	-0.1	-3	-9	-9	0	Cc1nc(SC(C)C(=O)c2c(N)n(C)c(=O)n(C)c2=O)c2c(C)c(C)sc2n1 (stereo not drawn)
30	2	4	4	-4	4	0.1	-2	2	-12	-1	COc1cccc(NC(=O)CCSc2nnc3scc(-c4ccccc4)n23)c1
31	8	-1	-3	-2	-8	.	8	.	.	-7	O=c1c2ccc(F)cc2nc2sc(Nc3ccc4c(c3)CCC4)nn12
32	2	-1	-2	4	-9	-0.1	1	13	2	-4	O=C(NCCN1CCOCC1)C1CCC(=O)N1Cc1ccc(F)cc1 (stereo not drawn)
33	-5	1	-1	0	13	0.2	4	5	6	1	O=C(O)c1ccc(CNCc2cccc(Oc3ccccc3)c2)cc1
34	2	-2	-2	2	-3	0.4	10	4	-1	-2	Cc1cc(C)cc(S(=O)(=O)c2cnc3ccccc3n2)c1
35	5	-3	0	1	-7	-0.4	-7	-7	-6	-2	COC(=O)C1CCN(CC(=O)NC(=O)NC2CCCCC2)CC1
36	1	0	0	5	-3	0.5	21	3	-6	-3	COC(OC)C12c3ccccc3C(c3ccccc31)C1C(=O)N(c3cccnc3)C(=O)C12 (stereo not drawn)
37	-3	0	0	1	-6	0.0	7	-13	-14	-1	Cc1cccc([N+](=O)[O-])c1NC(=O)COC(=O)C1CCCO1 (stereo not drawn)
38	-10	-5	2	-3	1	-0.4	8	0	8	1	CCOc1ccc(CCNC(=O)CSc2nnnn2C)cc1OCC
39	-9	-320	4	-10	-281	-12	1	-3	0	-112	COc1ccc2[nH]c3c(N4CCc5ccccc5C4)ncnc3c2c1
40	-1	-1	0	5	-1	-0.2	14	.	.	-1	O=C(NCCO)C1(C(=O)C2CC2)CC(c2ccccc2C(F)(F)F)=NO1 (stereo not drawn)
41	-2	-50	4	0	-54	-2.3	3	7	-5	-7	Cc1cccc(Nc2nnc(SCC(O)=C(C#N)c3nc4ccccc4[nH]3)s2)c1
42	-4	-10	0	-1	-9	-1.4	-3	6	5	-1	C=CCOc1ccc(/C=N/NC(=O)C(=O)Nc2ccccn2)cc1OC
43	8	0	1	0	6	0.1	9	-10	1	1	O=C(C1CCCO1)N1CCN(S(=O)(=O)c2cc(F)ccc2F)CC1 (stereo not drawn)
44	7	-12	-3	2	-10	1.0	3	5	-5	-4	Cc1cc(C(=O)O)ccc1-n1c(C)cc(/C=C2\SC(=O)NC2=O)c1C
45	0	-8	1	2	-19	-0.4	7	4	0	-8	COc1ccc(-c2cc(C(F)(F)F)nc(SCC(=O)NCc3cccs3)n2)cc1
46	-1	-3	3	-3	-3	-0.2	6	5	8	-1	CCn1cc(CN2CCN(Cc3ccsc3)C(CCO)C2)cn1 (stereo not drawn)
47	-1	3	3	-11	1	-0.3	14	-3	-1	-3	CSCC(=O)N1CCCC(CNC(=O)c2ccc(-c3ccccc3)cc2)C1 (stereo not drawn)
48	-6	3	3	1	-1	0.2	-13	6	8	-1	CCNC(=S)Nn1cnc2ccccc21
49	4	-7	-5	-3	-4	0.0	-12	-2	7	0	Cc1ccc(N2C(=O)c3ccccc3C2C(=O)c2cc(C)ccc2O)cc1 (stereo not drawn)
50	0	-2	3	1	-8	0.0	-13	4	-13	2	CCN(CC)CCNc1oc(-c2ccccc2)nc1S(=O)(=O)c1ccccc1

Continuation.
entry	DDE Tn7 FP inh	PLC-gamma1 inh	LEDGF integ inh	DDE Tn6 FP inh	ADAM10 inh	proKLK7 act	TDP2 inh	ARFGAP1 inh	ASAP1 GAP inh	ADAM17 inh	Molecule
51	1	-5	-1	2	-10	0.1	-5	-1	-5	-3	COC(=O)c1ccc(CSc2ncnc3ccccc23)o1
52	1	-1	-4	-3	1	0.2	-1	0	7	-2	OC(c1ccc(Cl)cc1)c1ncc(-c2ccccc2Cl)[nH]1 (stereo not drawn)
53	0	-1	-3	-3	-1	-0.7	8	-2	-11	-3	O=C(CNC(=O)c1ccc(S(=O)(=O)N2CCCC2)cc1)N/N=C/c1ccc(Cl)cc1Cl
54	1	0	0	-5	2	0.7	14	8	13	0	Cc1ccc[n+](CC(=O)c2ccc(Cl)cc2)c1
55	1	-4	-1	1	-10	-0.3	-2	7	-3	-3	CCN(CC)Cc1cc2ccccc2c2c1COC2
56	-1	4	3	-2	14	-0.4	-16	4	6	-1	CC(=O)Nc1nc(-c2cccc3ccccc23)cs1
57	-2	2	3	-3	-8	-0.3	-3	-2	3	-2	CC(=O)N=c1ncn(CC(COC(C)=O)OC(C)=O)c2nc[nH]c12 (stereo not drawn)
58	4	-3	1	-3	-7	0.4	4	2	13	-5	O=C1CCCc2nc(NCc3ccco3)ncc21
59	-2	-2	-1	-3	0	-0.2	1	1	0	-4	O=C(N=Nc1c(O)[nH]c2ccc(Br)cc12)c1cc(-c2cccc3ccccc23)n[nH]1
60	2	-4	-1	4	2	0.3	5	-3	-5	2	O=C(O)C1=CC[C@@H](c2ccc(Cl)cc2)N(S(=O)(=O)c2ccc(Cl)cc2)[C@H]1c1ccccc1
61	-1	3	-1	-3	-5	0.3	1	0	3	-2	Cc1cc(C)nc(NC(=O)/C=C/c2ccc(Cl)cc2)n1
62	2	-3	-2	1	12	-0.6	1	1	-1	-1	Cc1cc(C(=O)NNC(=S)Nc2ccccc2)nn1C
63	4	-2	-2	-2	2	0.0	1	10	0	-2	COc1cc(CCC(=O)OCC(=O)Nc2ccc(C(N)=O)cc2)cc(OC)c1OC
64	-2	-1	-6	2	-46	0.3	-9	.	.	-9	Cc1cc(C)nc(N2CCC(C(=O)N(C)CCc3ccccc3)CC2)n1
